B2AR arrestin = recruits beta-arrestin to the human beta2-adrenergic receptor. beta-arrestin recruitment to beta2AR, cell-based reporter. Potency, µM (titrated, usually from 46.1 µM), without a hit: at the top dose activation, usual class: activators. 330,000 tested, 0.02% active. AID 492947;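 note: potency is the fitted concentration of half-maximal effect; 0% = DMSO controls and full agonism = EC100 isoproterenol or metaproterenol; nearly all actives have a fitted effect of over 65% in size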
Giardia kill = kills Giardia lamblia | Giardia lamblia trophozoite viability | activity change, % at 7.66 µM, hits read low | 340,000 tested, 0.15% active | AID 540267; in the data active = activity change below about -80%; inconclusive = between about -30% and that limit;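 note: parasites exposed to compound for two days anaerobically before the ATP read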
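Anaerobic 48 hrs incubation at 37 deg C of 100 trophozoites/well with test compounds; ATPLite 1-Step luminescence, 15-30 min RT, reports cellular ATP as viability.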
USP2a block = blocks human ubiquitin-specific protease USP2a; O75604; USP2 core, Ub-CHOP2 coupled fluorogenic reporter, 485/531; Potency, µM (doses to about 38.3 µM), inactives show at the top dose activity change, negative = inhibition, actives largely listed as inhibitors; 330,000 tested, 0.01% active;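 note: potency is the fitted concentration of half-maximal effect; plate controls were DMSO wells for no effect and full inhibition by NEM control for full effect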
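USP2 core (10nM final) preincubated 30min RT with compound in 20mM Tris-HCl pH 8.0, 2mM CaCl2, 2mM beta-mercaptoethanol, 0.05% CHAPS; 25nM Ub-CHOP2 plus 25nM reporter substrate added, fluorescence (Ex485/Em531) read after 60min.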
uPA surface inh = inhibitors of cell surface uPA generation | 330,000 tested, 0.31% active | AID 540303 | cell surface uPA generation assay, qHTS | Potency, µM (doses to about 38.3 µM), inactives show at the top dose activity change, negative = inhibition, hits mostly inhibitors; active = well fitted inhibition curve with a large enough effect; inconclusive = small, poorly fitted or top-dose-only effect; inactive = no such curve, though single readings can be large or run the other way; tested in mouse RAW 264.7 cells; note: potency is the fitted concentration of half-maximal effect; nearly all actives have a fitted effect of over 55% in size
GALK inh = inhibitors of human galactokinase. P51570. 270,000 tested, 0.007% active. Potency, µM (doses to about 57.5 µM), for inactives: at the top dose activity change, negative = inhibition, most hits filed as inhibitors. Purified GALK, Kinase-Glo residual ATP luminescence; note: potency is the fitted concentration of half-maximal effect
Target sequence (P51570 whole entry, looked up): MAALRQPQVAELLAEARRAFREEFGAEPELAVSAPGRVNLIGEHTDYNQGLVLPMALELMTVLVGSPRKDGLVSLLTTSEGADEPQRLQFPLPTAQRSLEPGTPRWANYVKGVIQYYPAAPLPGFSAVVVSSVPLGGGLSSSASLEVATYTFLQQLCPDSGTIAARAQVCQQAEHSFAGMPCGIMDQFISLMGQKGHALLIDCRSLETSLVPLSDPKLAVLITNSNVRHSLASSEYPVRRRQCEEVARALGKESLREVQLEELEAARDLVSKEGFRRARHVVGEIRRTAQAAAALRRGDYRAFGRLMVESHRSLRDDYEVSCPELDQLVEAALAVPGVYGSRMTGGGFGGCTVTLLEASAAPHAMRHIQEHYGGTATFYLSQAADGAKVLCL
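ATP-depletion format; final 35 uM ATP, 100 uM D-galactose, 5 nM enzyme; pH 8.0 HEPES/Mg2+ buffer; 60 min RT; luminescence read 10 min after detection reagent.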
KCNH2 3.1 block = inhibitors of human KCNH2 3.1 potassium channel isoform. 340,000 tested, 0.95% active. activity change, % (tested at about 1.8 µM). U2OS KCNH2 3.1, thallium flux FluxOr; active compounds read low;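 active = maximum activity change below -70%; inconclusive = maximum activity change from -70% to -50%; inactive = maximum activity change above -50%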;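 note: thallium influx rate constant from kinetic fluorescence after stimulation buffer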
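Channel expression came from 3.1 mutant virus (1.77 x 10^8 /mL) applied to suspended U2OS cells for 4 h. Flux was tracked with FluxOr dye plus Red40 quencher, and kinetic rate constants normalized to controls.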
hERG WT inh = inhibitors of human wildtype KCNH2 potassium channel. 340,000 tested, 0.37% active. AID 720551. Q12809. activity change, % at 1.84 µM. U2OS, BacMam KCNH2, thallium flux FluxOr; active compounds read low;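 active = maximum activity change below -70%; inconclusive = maximum activity change between -70% and -50%; inactive = maximum activity change above -50%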
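U2OS cells were transduced with wild-type KCNH2 virus (2.03 x 10^8 / mL) for 4 h at room temperature, then cultured overnight at 37 C. Thallium flux was read with FluxOr dye. Rate constants were normalized to DMSO controls.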
Chronic BCR inh = blocks chronic active B-cell receptor signaling. Potency, µM (top dose mostly 46.1 µM), without a hit: at the top dose ratio change, negative = lower green/red ratio, most hits filed as inhibitors. 340,000 tested, 0.05% active. ABC-DLBCL IkBa-CBG/CBR reporter, luminescence ratio, 4 h; active = well fitted inhibition curve with a large enough effect in the signal ratio, with a control signal flat, not every such curve was filed as active; inconclusive = small, poorly fitted or top-dose-only effect, or effect the other way, or a change in a side signal; the % refers to the signal ratio;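 note: potency is the fitted concentration of half-maximal effect; plate controls were basal doxycycline-induced cells for no effect and cells given 10 µM MG132 for full effect; MG132 reads +100%, hits lower the ratio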
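TMD8 human ABC-DLBCL cells with doxycycline-inducible IκBα–green luciferase fusion and unfused red luciferase, in 0.5% FBS medium; compounds up to 46 uM, 4 h at 37C. Green/red luminescence ratio, filter-overlap corrected, fitted to concentration-response curves.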
Coupling enz = counter-screen for Giardia aldolase inhibitors: coupling enzyme system | AID 2472 | coupling enzyme system counterscreen, AmpLite Red fluorescence | 290,000 tested, 0.67% active | activity change, negative = inhibition, % at 58.2 µM, hits read low; in the data active = activity change below about -30%
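Fluorescence at 525 nm excitation and 598 nm emission measured inhibition of the coupled detection system without aldolase. Compounds (at 57.5 uM final) were preincubated 10 min at room temperature with coupling enzyme reagent before a 20 min substrate/AmpLite Red step.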
Eya2 phos inh = inhibitors of human Eya2 phosphatase activity | recombinant Eya2, OMFP fluorescence dephosphorylation (OMFP is methylfluorescein phosphate) | O00167 | AID 488837 | Potency, µM (doses to about 76.9 µM), for the others: top-dose activity, negative = inhibition, actives largely listed as inhibitors | 330,000 tested, 0.006% active; note: potency is the fitted concentration of half-maximal effect
Target sequence (O00167 whole entry, looked up): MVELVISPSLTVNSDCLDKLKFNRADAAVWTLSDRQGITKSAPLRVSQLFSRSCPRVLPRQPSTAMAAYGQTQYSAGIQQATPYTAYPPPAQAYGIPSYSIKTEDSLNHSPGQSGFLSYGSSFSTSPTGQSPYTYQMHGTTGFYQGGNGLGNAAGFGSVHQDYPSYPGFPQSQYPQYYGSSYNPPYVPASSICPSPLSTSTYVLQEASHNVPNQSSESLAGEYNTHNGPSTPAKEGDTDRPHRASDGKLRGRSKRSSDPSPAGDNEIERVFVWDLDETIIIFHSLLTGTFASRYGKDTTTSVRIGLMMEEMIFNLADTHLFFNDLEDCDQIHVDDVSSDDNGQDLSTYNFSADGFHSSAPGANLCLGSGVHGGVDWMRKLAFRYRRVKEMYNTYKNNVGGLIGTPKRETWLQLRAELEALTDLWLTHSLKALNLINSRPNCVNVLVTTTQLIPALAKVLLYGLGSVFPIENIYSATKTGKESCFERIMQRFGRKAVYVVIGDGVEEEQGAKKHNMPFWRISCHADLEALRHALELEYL
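Eya2 (0.2 uM) preincubated 10 min at ambient with compound, then OMFP substrate added at 50 uM; 10 min reaction in 50 mM HEPES pH 7.5, 50 mM NaCl, 5 uM MgCl2, 0.05% BSA, 1 mM DTT. Fluorescence read at Ex 485/Em 525 nm.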
PKM2 act = PKM2 (human) enzyme activation | P14618 | AID 1631 | 260,000 tested, 0.34% active | purified PKM2, Kinase-Glo ATP luminescence, activation; response scale: 0% is enzyme alone, no compound | Potency, µM (highest dose often 57.5 µM), without a hit: at the highest dose activation, most hits filed as activators; note: potency is the fitted concentration of half-maximal effect; nearly all actives have a fitted effect of over 55% in size
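ATP formation by purified human PK-M2, quantified via coupled luciferase luminescence after 1 h at room temperature with 0.1 mM ADP and 0.5 mM PEP final.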
The depositor's hits bear a star; ? = inconclusive; · = no result given; [ ] = dose if it differs, or a comment. Unless noted, calls come from the whole dose curve; as a rule, active = well fitted curve in the direction sought with a large enough effect; inconclusive = small, poorly fitted or top-dose-only effect, or another doubt; inactive = no such curve, though single readings can be large; an effect the other way counts as inactive or inconclusive. Unless noted, % is set by controls: 0 for no effect and ±100 for the full control effect. Compounds were not picked by outcome. Share with any hit: about 2.4%.

| canonical_smiles | B2AR arrestin | Giardia kill | USP2a block | uPA surface inh | GALK inh | KCNH2 3.1 block | hERG WT inh | Chronic BCR inh | Coupling enz | Eya2 phos inh | PKM2 act |
| --- | --- | --- | --- | --- | --- | --- | --- | --- | --- | --- | --- |
| CC(=O)Nc1ccc(S(=O)(=O)NNC(=O)CCC(=O)Nc2cc(C)ccc2C)cc1 | -1.1% | 8.9 | 1.1% | 7.4% | 0.6% | 1.2 | -3.8 | -4.9% | 0.2 | 1.9% | -13.5% |
| O=C(OCCOCCN=C1NS(=O)(=O)c2ccccc21)C1CC(=O)N(c2ccccc2)C1 (configuration not stated) | 0.3% | -14.2 | 0.8% | -0.6% | -0.4% | -4.8 | -2.0 | 0.5% | 0.9 | -12.6% | 1.5% |
| Cc1ccc2nc(NC(=O)CSCC(=O)OCC(=O)c3ccc(Br)cc3)sc2c1 | -0.9% | -0.3 | 1.3% | -5.3% | -1.4% | 0.8 | -20.7 | ? | 1.4 | 6.2% | -0.9% |
| CCOc1ccc(/C=C/c2nc(C#N)c(NCCCOC)o2)cc1 | 0.6% | 4.3 | 0.1% | -6.3% | 6.8% | -2.4 | 6.1 | -14.9% | -3.0 | 0.1% | 0.4%[11.5 µM] |
| CC(=O)c1cnc2cc(-c3ccccc3)nn2c1C | 0.1% | -3.7 | -0.4% | 6.4% | -0.7% | 10.8 | 2.9 | ? | 1.2 | -1.2% | -7.9% |
| COc1ccc(S(=O)(=O)Nc2cc(C)c(O)c(S(=O)(=O)c3ccccc3)c2)cc1 | 0.0% | 16.4 | -0.7% | · | -3.2% | 9.6 | -1.3 | -8.3% | -4.9 | -2.2% | -7.1% |
| COc1cc(O)c2c(=O)c3c(O[C@H]4O[C@@H](CO)[C@H](O)[C@@H](O)[C@@H]4O)ccc(O)c3oc2c1 | 0.0% | 12.0 | 4.1% | 4.5% | · | 6.2 | -7.8 | -0.1% | · | -22.6% | · |
| COc1cc(-c2nc3ccccn3c2NCc2ccccc2)ccc1SC1CCCCC1 | -0.3% | 1.4 | -4.8% | ? | · | -13.5 | -1.4 | ? | · | -12.3% | · |
| CCOC(=O)c1ccc(NC(=O)c2cc(OC)c(OC)c(OC)c2Br)cc1 | -0.8% | -3.5 | 2.2% | 0.4% | 1.5% | 0.2 | 2.8 | ? | -1.7 | 0.5% | 4.2% |
| O=C(c1ccncc1)N1CCN(c2cccc(C(F)(F)F)c2)CC1 | 0.3% | 5.1 | -0.1% | -4.4% | 5.3% | -2.2 | -3.6 | -15.4% | 3.7 | 2.4% | -1.8% |
| CCc1ccc2[nH]c3nc(N/N=C/c4cccc(O)c4)nnc3c2c1 | 0.5% | -0.2 | 0.0% | -1.6% | -1.0% | -13.7 | -1.1 | 0.2% | -0.3 | 6.8% | 0.1% |
| CN(CC(=O)Nc1cccc(F)c1)CC(=O)Nc1ccccc1Oc1ccccc1 | -0.7% | -3.2 | 1.2% | 13.6% | -0.2% | -8.7 | -3.9 | -12.1% | -1.6 | 8.0% | · |
| Cc1oc(-c2cccs2)nc1CN1CCN(CC(C)C)C(CCO)C1 (configuration not stated) | -0.2% | 19.5 | 0.3% | 2.5% | -3.0% | 1.9 | -1.9 | -3.8% | 0.0 | 10.5% | -4.8% |
| O=S1(=O)c2cccc3cccc(c23)N1Cc1nnc(-c2ccccc2Br)o1 | 0.2% | -1.6 | -6.5% | -8.1% | 0.1% | 9.9 | 2.1 | ? | -5.6 | -16.0% | -6.4% |
| O=C(NCc1ccccn1)c1ccc2ccccc2n1 | -0.4% | -4.8 | 0.5% | -8.5% | -0.5% | -1.5 | -5.7 | 1.1% | 0.1 | 3.0% | -4.5% |
| NC(=O)c1c(NC(=O)Cn2cc([N+](=O)[O-])cn2)sc2c1CCCC2 | 0.1% | -12.2 | 2.0% | 0.9% | 0.2% | 9.2 | 9.5 | 1.5% | -1.1 | 5.8% | -6.1% |
| CCOc1ccc(/C=C2/Sc3ccc(C(=O)N4CCN(C(=O)c5ccco5)CC4)cc3N(C)C2=O)cc1OC | -0.8% | · | -1.8% | · | 9.8% | · | · | ? | -1.4 | -3.7% | 3.1% |
| CCn1c(Cc2ccc(OC)cc2)nc2ccccc21 | -0.7% | -13.7 | -1.2% | -1.3% | -0.8% | 3.7 | 12.6 | -0.1% | -0.1 | -29.4% | 1.4%[11.5 µM] |
| O=C(CN1CCOCC1)Nc1ccc(Br)cc1 | -0.3% | -11.2 | 4.9% | 4.3% | -1.6% | 9.3 | -15.2 | -1.2% | 1.7 | 13.6% | · |
| O=C(CN1C(=O)C2CCCCC2C1=O)Nc1cccc(C(F)(F)F)c1 (configuration not stated) | -0.2% | -4.4 | -5.3% | 1.6% | · | 2.2 | 4.0 | 0.1% | · | -0.1% | · |

The list goes on (2 carried over from the part before).
| canonical_smiles | B2AR arrestin | Giardia kill | USP2a block | uPA surface inh | GALK inh | KCNH2 3.1 block | hERG WT inh | Chronic BCR inh | Coupling enz | Eya2 phos inh | PKM2 act |
| --- | --- | --- | --- | --- | --- | --- | --- | --- | --- | --- | --- |
| O=C(CN1CCOCC1)Nc1ccc(Br)cc1 | -0.3% | -11.2 | 4.9% | 4.3% | -1.6% | 9.3 | -15.2 | -1.2% | 1.7 | 13.6% | · |
| O=C(CN1C(=O)C2CCCCC2C1=O)Nc1cccc(C(F)(F)F)c1 (configuration not stated) | -0.2% | -4.4 | -5.3% | 1.6% | · | 2.2 | 4.0 | 0.1% | · | -0.1% | · |
| COc1ccc(C(=O)NCc2nnc(SCC(=O)Nc3cc(C)cc(C)c3)o2)cc1OC | -0.2% | -9.8 | 2.1% | 9.7% | 1.3% | 1.5 | -5.3 | 10.5% | 4.0 | -19.3% | -1.2% |
| COc1ccc(S(=O)(=O)Nc2nc3ccccc3nc2NCC2CCCO2)cc1 (configuration not stated) | -0.3% | -12.6 | -0.9% | -1.2% | 1.8% | 11.4 | -7.9 | ? | 6.2 | 1.8% | 3.6% |
| COC(=O)c1ccccc1NC(=S)NC(=O)C1CC1 | 0.1% | 1.2 | -1.9% | 2.2% | 2.6% | 1.1 | -18.4 | ? | 0.0 | 12.2% | -3.5% |
| CCCCCC/C(=N\NS(C)(=O)=O)c1ccccc1 | 0.1% | 2.0 | 2.3% | -0.1% | 1.4% | -18.5 | -10.0 | -3.2% | 3.1 | -0.7% | -2.0% |
| COc1ccc(C2(C)NC(=O)N(CC(=O)Nc3ccc(Br)c(C)c3)C2=O)cc1OC (configuration not stated) | -0.3% | 12.0 | -0.3% | -11.6% | -1.9% | -28.5 | -8.6 | ? | 1.6 | -10.9% | · |
| CCOc1ccc(NC(=O)CN(C)C(=O)C2(c3ccccc3)CC2)cc1OCC | -0.1% | 0.9 | 0.4% | 0.9% | · | 5.7 | 21.4 | 1.2% | · | 4.7% | · |
| O=C(C1=C[C@@H](c2coc3ccccc3c2=O)C[C@@H](OCCCCO)O1)N1CCN(Cc2ccccc2)CC1 | -0.1% | -1.6 | 7.0% | 4.3% | -0.4% | 5.8 | 7.7 | 3.4% | 1.4 | 11.2% | -3.1% |
| COc1ccc(CN(C)C(=O)c2cc(-c3ccc(OC)c(OC)c3)nc3ccccc23)c(OC)c1 | -0.1% | 9.9 | 4.4% | -0.5% | -6.1% | 6.1 | 1.5 | 0.2% | · | 0.3% | -1.5% |
| Cc1ccc(-c2onc3ccc(Cl)cc23)cc1 | -0.7% | 1.3 | 1.6% | 6.9% | -2.5% | -3.3 | -4.0 | ? | -4.4 | -6.4% | -2.0% |
| O=C(COC(=O)c1ccc(Cl)c(S(=O)(=O)N2CCCC2)c1)NCc1ccccc1 | -0.1% | 9.6 | -0.9% | -7.0% | · | 2.2 | -9.3 | ? | · | -0.8% | · |
| COC(=O)Cn1cc(C(=O)C(F)(F)F)c2ccccc21 | -0.3% | -5.1 | -1.4% | 3.1% | -4.0% | 3.8 | -9.6 | -0.1% | -1.0 | 0.6% | 0.3% |
| CCOC(=O)c1c(NC(=O)COc2cccc3c2CCN(Cc2ccc(F)cc2)C3=O)sc2c1CCC2 | -0.1% | · | 4.4% | · | 0.3% | · | · | -4.6% | -0.3 | 2.2% | -4.8% |
| Brc1ccc2c(c1)CN1CCCC1=N2 | -0.6% | ? | -0.3% | ? | -1.0% | -3.0 | 0.5 | ? | -2.3 | 15.7% | · |
| Cc1nnc(N(C(=O)c2cnccn2)c2ccccc2)s1 | 0.0% | -6.3 | 0.3% | -8.2% | 0.4% | 17.7 | -3.9 | 0.0% | 0.0 | 6.6% | -0.3% |
| COc1ccc(S(=O)(=O)N2CCOC23CCN(S(=O)(=O)c2cccs2)CC3)cc1 | -0.4% | -22.7 | -1.5% | -9.9% | · | 5.9 | -0.8 | 6.2% | · | 20.0% | · |
| O=C(c1ccc(Br)cc1)N1CCC(C(=O)N2CCN(Cc3ccccc3)CC2)CC1 | -0.5% | -13.0 | -0.8% | -5.9% | -6.6% | -4.3 | 18.1 | 2.0% | · | -9.0% | -0.3% |
